From PubChem
EBV gp42 inh – blocks Epstein-Barr virus glycoprotein 42 binding; Q1HVG2; Fluorescence polarization binding assay, mP read-out; inhibition, % (tested at 21.74 µM); hit rate 0.42% among 220,000; in the data active = inhibition above about 50%
Target sequence (Q1HVG2 whole entry, looked up): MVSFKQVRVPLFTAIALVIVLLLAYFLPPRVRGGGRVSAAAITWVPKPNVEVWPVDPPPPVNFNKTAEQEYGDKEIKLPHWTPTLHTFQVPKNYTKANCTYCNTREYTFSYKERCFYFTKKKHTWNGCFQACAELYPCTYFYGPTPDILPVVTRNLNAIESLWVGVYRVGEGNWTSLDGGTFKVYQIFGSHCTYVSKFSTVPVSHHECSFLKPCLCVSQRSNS
TRPML3 agonist – agonists of human TRPML3 channel; Q8TDD5; HEK293 TRPML3-YFP, Fluo-8 calcium fluorescence; 100% = the carbachol control signal; activation, % at 3 µM; hit rate 0.29% among 220,000;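 active = activation above its plate's cutoff, the mean activation of the plate's test wells plus 3 SD, cut at about 12% in these data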;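 also: 0% = DMSO only wells and 100% = carbachol wells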
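Test system – HEK293 line with stable expression of human TRPML3-YFP channel · Control set – carbachol 87 µM final as high control (100%), DMSO as low control (0%) · Signal – Fluo-8 calcium dye fluorescence, ex 470-495, em 515-575 nm · Incubation – 1-h 37 °C dye load, 5-s basal, 120-s post-compound reads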
thrombin 1536 – inhibitors of human thrombin; alpha-thrombin, Boc-VPR-AMC fluorogenic substrate cleavage; inhibition, % at 5 µM; P00734; hit rate 0.26% among 220,000;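 active = inhibition at or above 40%; inactive = inhibition below 40%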;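 also: 0% = enzyme with no compound and 100% = wells without enzyme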
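Assay system: human alpha-thrombin enzyme. Reagent: Boc-VPR-AMC substrate, 15 µM final. Compound dosing: one concentration per compound, 5 µM, with 0.2% DMSO. Incubation: room-temperature reaction. Technique: AMC fluorescence, 355/460 nm. Measure: % inhibition relative to enzyme controls and enzyme-free blanks.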
PPC-1+TRAIL kill – kills PPC-1 cancer cells in the presence of TRAIL; PPC-1 cells + TRAIL, ATPLite viability luminescence; cell killing (% activity), % at 4 µM; hit rate 0.41% among 220,000;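 active = cell killing above 50% in the first pass at 4 µM, then a duplicate retest at 5 µM averaging 50% or more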;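 also: plate controls were cells with TRAIL plus DMSO for no effect and medium-only wells lacking cells for full effect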
TbHK1 inh – blocks Trypanosoma brucei hexokinase 1 activity; recombinant TbHK1, G6PDH-coupled NADH A340; inhibition, % at 10 µM; hit rate 0.11% among 220,000; AID 1430;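 active = inhibition of 50% or more in the single-dose primary screen; inactive = inhibition below 50%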
Furin inhibitor – inhibitors of human furin. inhibition, % at 30 µM. hit rate 0.061% among 220,000. purified furin, fluorogenic substrate cleavage. P09958; in the data active = inhibition above about 25%; also: inactives centre near -15
Target sequence (P09958 108-714 limits assumed): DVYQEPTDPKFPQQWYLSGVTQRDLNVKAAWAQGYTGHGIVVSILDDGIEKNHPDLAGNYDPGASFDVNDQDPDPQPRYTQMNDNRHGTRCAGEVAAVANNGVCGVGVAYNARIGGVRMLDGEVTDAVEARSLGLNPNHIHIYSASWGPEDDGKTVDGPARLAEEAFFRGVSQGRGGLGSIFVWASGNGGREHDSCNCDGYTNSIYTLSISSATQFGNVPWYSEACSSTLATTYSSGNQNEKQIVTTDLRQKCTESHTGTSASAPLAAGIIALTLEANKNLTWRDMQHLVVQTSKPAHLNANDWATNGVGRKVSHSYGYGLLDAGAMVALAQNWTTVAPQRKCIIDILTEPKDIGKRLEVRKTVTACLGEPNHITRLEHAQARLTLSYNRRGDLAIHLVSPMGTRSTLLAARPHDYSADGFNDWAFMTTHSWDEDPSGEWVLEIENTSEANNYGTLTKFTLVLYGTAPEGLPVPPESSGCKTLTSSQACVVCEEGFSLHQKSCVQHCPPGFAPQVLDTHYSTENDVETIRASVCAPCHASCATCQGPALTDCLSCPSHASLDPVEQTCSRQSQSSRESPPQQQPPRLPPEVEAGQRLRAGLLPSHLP
Cl transport mod – KCC2 (human) Cl- transport modulation; Q9H2X9; KCC2 cells, thallium flux FluoZin-2 fluorescence; B-score of Tl+ flux slope (higher = more flux/activation; lower = inhibition) at 10 µM; hit rate 2.2% among 190,000;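 active = thallium flux slope and its plate-corrected score both differing from the plate sample mean at a set confidence after two filtering rounds, in either direction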;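 also: slope of fluorescence scaled to starting intensity during 10 to 20 s after thallium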
TRPN1 ag – zebrafish TRPN1 (NompC) channel agonism; AID 1424; HEK293 zebrafish TRPN1-YFP, Fluo-8 calcium fluorescence; 100% = response to 87 µM carbachol; hit rate 0.18% among 220,000; activation, % at 3 µM;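 active = activation above its plate's cutoff, the mean activation of test wells on that plate plus 3 SD, cut at about 19% in these data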;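 also: 0% = DMSO alone and 100% = 87 µM carbachol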
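Material: zebrafish TRPN1-YFP in HEK293 cells; Doses: single test compound dose, 3 µM nominal, 0.3% DMSO; Timing: dye loading 1 h at 37 °C, then 30 min room temperature; Technique: intracellular calcium fluorescence with Fluo-8; Benchmarks: high carbachol 87 µM, low DMSO alone.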
m-calpain inh – blocks pig calpain II enzyme activity. AID 1236. inhibition, % at 16 µM. purified calpain II, fluorogenic peptide substrate, 30 min. hit rate 0.37% among 220,000;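 active = inhibition above about 50%, limit read from the data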
The depositor's hits bear a star; / = not tested or not shown; [ ] = another dose, or the depositor's remark.

Results follow in this order: EBV gp42 inh | TRPML3 agonist | thrombin 1536 | PPC-1+TRAIL kill | TbHK1 inh | Furin inhibitor | Cl transport mod | TRPN1 ag | m-calpain inh
O=C(NCc1ccc2c(c1)OCO2)C1CC(=O)N(CCc2ccccc2)C1 (stereo not drawn)
  -11 | 0.6 | -1 | 7 | 1 | -16 | / | -0.6 | 2
Cn1c(=O)cc(SCC(=O)NCC2CCCO2)c2ccccc21 (stereo not drawn)
  -15 | 0.2 | 3 | 9 | -9 | -14 | -0.19 | 0.1 | 11
CCC(=O)Nc1ccc2ccccc2c1
  -15 | 0.1 | -3 | 27 | 5 | -22 | 0.65 | -0.3 | -20
Cc1ccc(NC(=O)COC(=O)c2ccc3c(c2)OCO3)c(C)c1
  -17 | 0.9 | 1 | 2 | 3 | -12 | 0.54 | -1.6 | 10
CCCCC(=O)N/C(N)=N/c1nc2ccccc2o1
  -12 | 2.6 | -1 | 17 | -1 | -17 | -0.79 | 7.5 | 13
Nn1cnnc1SCC(=O)Nc1ccc2c(c1)OCO2
  -5 | 0.5 | -15 | 6 | -1 | -14 | 0.032 | -1.5 | -7
CC(C)Cn1c(SC(C)C(=O)Nc2ccc3c(c2)OCCO3)nc2ccccc2c1=O (stereo not drawn)
  3 | -0.2 | -4 | 3 | -11 | -18 | / | -0.6 | -16
Cc1ccc(/C=N/NC(=O)CNC(=O)Cc2ccccc2)o1
  -12 | -0.3 | -5 | -16 | -15 | -17 | 0.07 | 2.3 | -8
COc1ccc(-c2cc(C(=O)NC(Cc3cc4ccccc4[nH]3)C(=O)O)c(C)o2)cc1OC (stereo not drawn)
  -16 | 0.1 | -4 | 6 | -13 | -3 | 0.63 | -1.6 | 52*
Cn1cnc(C(F)(F)F)c1-c1ccc([N+](=O)[O-])cc1
  -13 | 0.4 | -6 | 6 | 0 | -10 | -0.29 | -1.2 | -10
O=C(Nc1ccc(-c2noc(COc3ccccc3Cl)n2)cc1)c1ccco1
  -15 | 0.3 | -3 | 13 | -6 | -14[20 µM] | 0.066 | -0.6 | -16
COCCOc1cc(N2C(=O)CSCC2=O)c(Cl)cc1Cl
  -14 | -0.6 | -5 | 23 | -5 | 7[20 µM] | -1.1 | -0.5 | 0
CN(CC(=O)Nc1ccc(Cl)c(C(F)(F)F)c1)Cc1cc(=O)n2ccsc2n1
  -19 | 0.7 | -9 | 21 | 1 | -19 | / | -1.6 | -26
COc1ccc(CNC(=O)C(c2ccco2)N(C(=O)c2ccccn2)c2ccccc2)cc1 (stereo not drawn)
  -19 | 0.4 | 5 | / | -2 | -24 | 0.71 | 0.7 | -45
CS/C(=C\[N+](=O)[O-])Nc1ccccc1
  4 | 0.8 | 7 | 12 | -34 | -5[20 µM] | -0.87 | -0.2 | 2

Brought forward from above: 3 compounds; new compounds follow.
Results follow in this order: EBV gp42 inh | TRPML3 agonist | thrombin 1536 | PPC-1+TRAIL kill | TbHK1 inh | Furin inhibitor | Cl transport mod | TRPN1 ag | m-calpain inh
CN(CC(=O)Nc1ccc(Cl)c(C(F)(F)F)c1)Cc1cc(=O)n2ccsc2n1
  -19 | 0.7 | -9 | 21 | 1 | -19 | / | -1.6 | -26
COc1ccc(CNC(=O)C(c2ccco2)N(C(=O)c2ccccn2)c2ccccc2)cc1 (stereo not drawn)
  -19 | 0.4 | 5 | / | -2 | -24 | 0.71 | 0.7 | -45
CS/C(=C\[N+](=O)[O-])Nc1ccccc1
  4 | 0.8 | 7 | 12 | -34 | -5[20 µM] | -0.87 | -0.2 | 2
CCn1c2ccccc2c2cc(NC(=O)N3CCOCC3)ccc21
  -4 | 0.6 | -5 | 10[5 µM] | -5 | -18[20 µM] | 2.2 | 0.6 | -7
O=C(NC1CCCCC1)c1ccc(N2CCCC2=O)cc1
  3 | 0.6 | -3 | -6 | 1 | -17 | / | 0.2 | 21
CCOC(=O)c1c2c(c(=S)n(-c3ccccc3)c1N)CCC2
  1 | -0.6 | 3 | 23 | -7 | -14 | -0.76 | 0.4 | 51*
Cc1ccc(-c2ccc(/C=N/n3cnnc3)o2)cc1
  -5 | -0.6 | -6 | 17 | -62 | -2 | -1.9 | -1.1 | 8
Cc1ccccc1-n1c(SCC(=O)N2CCOCC2)nc(O)cc1=O
  -10 | 0.6 | 4 | 2 | -3 | 7[20 µM] | / | -1.2 | 0
O=C(COC(=O)/C=C/c1ccc(Cl)cc1)NCCc1ccccc1
  -4 | 0.5 | 4 | 28 | -1 | -14 | 0.064 | -0.5 | 12
COc1ccc(OC)c(N(CC(=O)N2CCCCC2)S(=O)(=O)c2ccc(OC)c(OC)c2)c1
  -8 | 88* | -4 | 21 | -7 | -14[20 µM] | 0.74 | -0.4 | 5
O=C(C(NS(=O)(=O)c1cccs1)c1ccccc1)N1CCN(c2ccccc2F)CC1 (stereo not drawn)
  -16 | -1.0 | 0 | 9 | -5 | -21[20 µM] | / | 0.9 | -16
CC1CC(C)CN(S(=O)(=O)N2CCC(C(=O)NCc3ccco3)CC2)C1 (stereo not drawn)
  -1 | 0.7 | -7 | 12 | -3 | -20 | 0.51 | 0.1 | 20
O=C(c1ccco1)N1CCCN(Cc2nc(Cc3ccccc3)no2)CC1
  -4 | 1.5 | -13 | 15 | 7 | -21 | 0.72 | 0.2 | -21
Cc1nnc(N/N=C/c2ccco2)n1N
  -2 | 0.9 | -5 | -3 | -12 | -18 | 0.15 | 1.6 | -32
N/C(=N\OC(=O)c1cnn(-c2ccccc2)c1C(F)(F)F)c1cc(C(F)(F)F)cc(C(F)(F)F)c1
  2 | 1.1 | -11 | 9 | 7 | -46 | -0.019 | 0.9 | -6
CN1CCC(N(C)CC(C)(C)NS(=O)(=O)c2ccccc2)CC1
  -14 | 0.8 | -1 | 12 | -1 | -19 | 0.27 | 0.8 | -20
Nc1nc2n(n1)C(c1ccco1)CC(c1ccc(Cl)c(Cl)c1)N2 (stereo not drawn)
  -16 | 1.6 | -3 | 18 | 3 | -20 | -0.29 | 3.1 | -30
CCc1ccc(NC(=O)CSc2nnc(-c3n[nH]c4ccccc34)n2-c2ccccc2)cc1
  -7 | 0.1 | -1 | 7 | -2 | -8 | 0.49 | -0.1 | 31
CCOC(=O)c1cc(-c2ccccc2)sc1NC(=O)C(C)Sc1nnc(C)s1 (stereo not drawn)
  -2 | -0.2 | -5 | 7 | -13 | -9 | 0.039 | -2.9 | 3
O=C(Oc1cccc(OC(=O)N2CCCCC2)c1)N1CCCCC1
  -20 | 0.9 | 12 | / | -1 | -14 | 0.45 | -0.4 | 4
CC(C)(C)C(=O)N=C1SC2CS(=O)(=O)CC2N1c1ccc2c(c1)OCO2 (stereo not drawn)
  3 | 0.2 | -11 | 0 | -6 | -13[20 µM] | -0.18 | 1.5 | -11
O=C(NC1CC1)C1CCCN(C(=O)Nc2ccc(F)cc2)C1 (stereo not drawn)
  -8 | -0.4 | 5 | 27 | -1 | -14 | 0.0041 | 1.5 | -3
COC(=O)c1cc2sccc2n1CC(=O)Nc1cc(OC)cc(OC)c1
  -22 | 0.6 | -2 | 10 | -4 | -24 | / | 0.4 | 10
CCOc1ccc(/C=N/NC(=O)c2cc(-c3ccco3)nc3ccccc23)cc1
  2 | -0.4 | -7 | 3 | -22 | -11 | 0.77 | 0.5 | -451
Cc1ccc(C2(c3noc(CN(C)CC4CCCCO4)n3)CCCC2)cc1 (stereo not drawn)
  -5 | 0.2 | -10 | 15 | -3 | -24 | 0.42 | -1.0 | -19
c1ccc([C@H]2CC3C[C@@H](c4ccccc4)N2O3)cc1
  -17 | -0.6 | -4 | 0 | 5 | -1[20 µM] | 0.055 | -1.7 | 9
COc1ccc(CCN=C(NS(=O)(=O)c2ccccc2)c2ccccc2)cc1OC
  -9 | -0.4 | -20 | 7 | -3 | -22 | -0.27 | 1.3 | -17
COc1ccc2c(c1)oc(=O)c1c3ccccc3[nH]c21
  0 | 1.3 | -3 | 47 | -6 | -30 | -1.1 | 1.9 | -70
COc1cnc(-c2ccccn2)nc1Sc1ccc(C)cc1
  -6 | 0.0 | -17 | 9 | 0 | -4 | / | -1.6 | 17
CCN(CC)S(=O)(=O)c1ccc(Cl)c(C(=O)Nc2cc(C)nn2-c2ccccc2)c1
  -10 | -0.3 | -2 | 51* | 37 | 0 | 0.64 | -0.8 | 26
OCC1CCCN(c2ncnc3scc(-c4ccccc4)c23)C1 (stereo not drawn)
  -16 | 0.1 | -7 | -20 | -4 | -16 | -0.32 | 0.3 | -12
Cc1cccc(N(C)C(=O)c2cc3cc4ccc(C)cc4nc3o2)c1
  -4 | -0.3 | 4 | 1 | -20 | -13[20 µM] | / | 0.0 | 2
O=c1oc2ccccc2c2[nH]ccc12
  0 | 0.5 | -1 | 24 | 8 | -19 | 1.1 | 0.3 | 23
CCC(C)NC(=O)c1c(C)cc(=O)oc1C (stereo not drawn)
  -14 | 0.4 | 5 | 22 | -28 | 10 | -1.5 | -0.9 | 14
NC(=O)[C@@H]1CCCN1Cc1nc(Cc2cccc(C(F)(F)F)c2)no1
  -8 | 0.4 | 4 | 17 | -5 | -28 | / | -0.5 | -30
CCn1c(SCC(=O)OC(C)C)nnc1-c1ccccc1
  -8 | 0.7 | -7 | 17 | -9 | -17 | 0.72 | -1.0 | -2
O=C(CN1CCOCC1)N1CCN(S(=O)(=O)c2ccccc2)C1c1ccccc1 (stereo not drawn)
  -3 | 0.0 | -4 | 13 | -3 | -14 | 0 | 1.1 | -9
O=C(CCn1cnc2ccccc21)N/N=C/C=C/c1ccccc1
  -2 | 0.7 | 4 | -3 | -14 | -16 | -0.97 | 0.8 | 2
O=C(Nc1ccccc1)N1CCN(C2c3ccccc3-c3ccccc32)CC1
  -1 | 1.6 | 2 | 13 | 7 | -17 | 0.8 | 0.0 | 6
COc1cc2c(cc1OC)C(C(=O)NCc1cccnc1)C(c1cccnc1)N(C)C2=O (stereo not drawn)
  -8 | -0.2 | -1 | 8 | -7 | -25 | / | 0.4 | -8
COC(=O)c1cc2sc(Cl)cc2n1CC(=O)NCC1CCCO1 (stereo not drawn)
  4 | 0.1 | 1 | 19 | -1 | -30[20 µM] | -0.62 | -1.4 | -13
O=C(Nc1sc2c(c1C(=O)NCC1CCCO1)CCCC2)c1cccs1 (stereo not drawn)
  10 | 0.2 | 21 | 20 | -4 | -15 | -0.77 | 0.6 | 22
Cc1cc(NC(=O)CSc2nc3c(cc2C#N)CCCCC3)no1
  5 | 0.4 | -3 | 27 | 4 | -8 | 1 | 0.6 | 9
Cc1c(C(=O)NC(=S)Nc2ccc3c4c(cccc24)CC3)cccc1[N+](=O)[O-]
  -10 | 1.6 | -2 | -12 | -2 | -25[20 µM] | / | 1.5 | -3
Cc1ccc(CNc2oc(-c3ccco3)nc2C#N)cc1
  -8 | -0.6 | 1 | 0 | -10 | -16[20 µM] | / | -1.8 | -112

Hits appear at their usual frequency; any-hit rate near 3.6%.
